Assay outcomes deposited in PubChem BioAssay by several laboratories.
IDE inh – inhibits human insulin-degrading enzyme in HEK cells | P14735 | FAbetaB cleavage, fluorescence polarization | inhibition, % at 5.59 µM | actives 0.41% (n = 320,000) | AID 434962;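 active = percent inhibition above the average of all tested compounds plus 3 SD, set per screening campaign, cut at about 16% in these data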;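 also: IDE supplied by intact live HEK cells; FP after avidin binding of uncleaved biotin substrate so inhibition keeps polarization high; 0% = DMSO wells and 100% = 60 µM reference IDE inhibitor Ii1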
GalR3 antag – human GalR3 antagonism. O60755. HEK293 GalR3-CNG cAMP membrane potential fluorescence; galR3 body fused to GalR1 C-terminus. inhibition, % at 3 µM. actives 0.44% (n = 360,000). AID 651719;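 active = inhibition above the screen-wide average plus 3 SD, cut at about 13% in these data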;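 also: forskolin and galanin both at EC90 stimulate the cells; cAMP rise reported by CNG channel membrane potential dye signal; 0% = forskolin plus galanin with DMSO and 100% = forskolin alone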
Target sequence (O60755 1-299 limits assumed): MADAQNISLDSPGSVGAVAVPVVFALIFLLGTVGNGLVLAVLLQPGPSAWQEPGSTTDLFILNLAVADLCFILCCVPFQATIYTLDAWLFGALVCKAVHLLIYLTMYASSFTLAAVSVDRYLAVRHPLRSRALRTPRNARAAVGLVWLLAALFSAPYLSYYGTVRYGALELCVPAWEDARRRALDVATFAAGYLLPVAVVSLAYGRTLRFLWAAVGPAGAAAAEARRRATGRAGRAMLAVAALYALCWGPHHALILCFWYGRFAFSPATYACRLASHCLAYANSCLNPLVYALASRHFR
IDE act – boosts human insulin-degrading enzyme activity in HEK cells. P14735. FAbeta-B cleavage, fluorescence polarization; 0% vehicle, 100% cell-free pure enzyme wells. activation, % at 5.96 µM. actives 0.073% (n = 340,000);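 active = activation above the mean of all tested compounds plus 3 SD, set per screening campaign, cut at about 17% in these data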
pCIP destab – lowers stability of the mouse p/CIP coactivator protein | Q05BA5 | F442A p/CIP-EGFP cells, EGFP fluorescence, 16 h | decrease of EGFP signal, % at 10 µM | actives 0.01% (n = 290,000) | AID 1984;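 active = EGFP signal decrease of at least 30% at 10 µM or well 3 SD below plate mean, unless failing retest; inactive = the rest, including hits failing retest or dose response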; also: some compounds called inactive have numbers as strong as hits; many of its hits are not listed in these tables
MEKK3 PB1 HTS – MEKK3-MEK5 PB1 interaction, increase or decrease; bead-based flow cytometry, Alexa488-MEK5 binding to MEKK3; actives lie on both sides; 0 = blocked by unlabeled MEK5, 100 = vehicle; binding response (% of control), % at 10 µM; actives 1.4% (n = 290,000); AID 1529;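 active = binding response more than 3 SD above or below the average of its plate-row segment, actives on both sides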;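 also: Alexa488 bead fluorescence after subtracting the streptavidin-only scavenger bead signal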
PHOSPHO1 inh – inhibitors of human PHOSPHO1 phosphatase; Q8TCT1; recombinant PHOSPHO1, absorbance phosphatase assay; inhibition, % at 13.3 µM; actives 1.1% (n = 290,000); in the data active = inhibition above about 60%
CRFR2-BP antag – antagonists of CRF-binding protein/CRF-R2 receptor complex; HEK293 CRF-R2/CRF-BP, CRF-induced calcium fluorescence; inhibition, % at 11.8 µM; actives 0.59% (n = 350,000); AID 588475;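 active = inhibition of the ligand-induced calcium signal above about 50% at the single tested concentration, limit read from the data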
CHRM4 PAM – CHRM4 positive allosteric modulation; P08173; CHO-K1 hM4/Gqi5, Fluo-8 calcium fluorescence, ACh EC20; 0% = ACh EC20, 100% = maximal ACh; activation, % at 3 µM; actives 0.4% (n = 360,000);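 active = activation above its plate's cutoff, the mean activation of sample wells plus 3 SD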; also: some results filed as inactive read as strong as hits
Target sequence (P08173 whole entry, looked up): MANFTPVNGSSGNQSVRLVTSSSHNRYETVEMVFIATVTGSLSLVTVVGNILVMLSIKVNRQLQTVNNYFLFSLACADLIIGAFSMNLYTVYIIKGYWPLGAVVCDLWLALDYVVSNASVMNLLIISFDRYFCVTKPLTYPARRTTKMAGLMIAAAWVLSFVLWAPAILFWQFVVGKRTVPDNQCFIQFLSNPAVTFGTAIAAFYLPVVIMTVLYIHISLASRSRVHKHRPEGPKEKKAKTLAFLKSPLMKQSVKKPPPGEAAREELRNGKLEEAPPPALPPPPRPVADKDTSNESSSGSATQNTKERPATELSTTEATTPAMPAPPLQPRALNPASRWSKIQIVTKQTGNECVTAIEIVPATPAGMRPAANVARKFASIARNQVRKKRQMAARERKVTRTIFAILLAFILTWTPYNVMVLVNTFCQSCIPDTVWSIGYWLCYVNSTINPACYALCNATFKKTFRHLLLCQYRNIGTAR
CRFBP-R2 agonist – CRF-BP/CRF-R2 complex agonism | HEK293 CRF-R2/CRF-BP, calcium dye fluorescence (FLIPR); percent of saturating CRF peptide response | activation, % at 13.2 µM | actives 0.46% (n = 350,000) | AID 588473;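 active = activation of at least 50%, plus an integration ratio under a set limit after plate pattern correction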;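 also: plate controls were neutral control wells without compound for no effect and CRF at EC100 for full effect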
* = called active by the depositor; . = no result given; [ ] = another dose, or the depositor's remark. The order is random; overall some 4.2% were active at least once.

GalR3 antag,CRFR2-BP antag,IDE inh,Molecule,pCIP destab,CHRM4 PAM,CRFBP-R2 agonist,PHOSPHO1 inh,IDE act,MEKK3 PB1 HTS
2,-68,6,CNC(=S)N(Cc1cccs1)Cc1cc2cc(OC)ccc2[nH]c1=O,-1,-2,-0.3,6,34*,112
-4,8,7,COCCN(C(=O)CSc1nc2ccc(OC)cc2[nH]1)c1c(N)n(Cc2ccccc2)c(=O)[nH]c1=O,.,6,1.9,.,0,.
-6,-12,-3,O=C(CSc1nnc2n1CCCN2C(=S)Nc1ccc(Cl)cc1)c1ccccc1,0,-4,2.8,24,1,94
-2,6,4,CC1CCCCN1C(=O)CN1C(=O)CN(C)C(=O)c2ccccc21 (centres undefined),-10,-3,-1.0,-5,3,107
-7,0,0,Cc1ccc(S(=O)(=O)N2CCN(C(=O)Cn3c(=O)cnc4ccccc43)CC2)cc1,.,-5,-0.8,.,5,.
-10,0,-3,COc1ccc(C2NC(=O)CCC2[N+](=O)[O-])c(OC)c1OC (centres undefined),1,-2,-0.3,39,3,103
-4,-7,2,O=C(COc1ccccc1F)Nc1ccc(S(=O)(=O)N2CCCC2)cc1,.,6,-0.8,.,2,.
-5,-12,3,O=C(N/N=C/c1ccc(N2CCOCC2)cc1)c1ccncc1,.,6,-1.2,.,-1,.
-5,-5,-2,COC(=O)C1=C(C)NC(=O)NC1c1ccc(OC(=O)c2ccco2)cc1 (centres undefined),-2,5,-1.0,50,6,104
-3,3,-1,CC(=O)NCCOc1nc(N(C)C)nc(N(C)C)n1,-8,0,-1.6,12,5,103
1,16,-1,CCCCOC(=O)C1Cc2ccccc2C(=O)O1 (centres undefined),7,12,0.4,-9,-1,102
1,1,.,Cc1cc(C(C)(C)C)ccc1Oc1cccc2c1S(=O)(=O)N(C1CCCC1)CC(COCc1ccccc1)O2 (centres undefined),.,-4,0.5,.,4,.
-7,14,-4,CCOc1ccc(Br)cc1S(=O)(=O)N1CC(C)OC(C)C1 (centres undefined),-17,0,-2.6,-9,-1,99
-11,-10,-3,Cc1ccc(-n2c(=S)sc3c(=O)n(-c4ccc(F)cc4)c(SCC(=O)O)nc32)cc1C,-9,3,4.3,46,2,111
-5,-15,-5,COCCNC(=O)C(=O)NCC1OCCN1S(=O)(=O)c1ccc2c(c1)OCCO2 (centres undefined),-13,1,1.0,32,1,129*
-8,-1,-2,COc1ccccc1/C=C/C=N/NC(=O)CCn1cnc2ccccc21,12,-7,0.1,37,9,88
-5,-7,-2,CC(=O)NCC(O)c1ccc([N+](=O)[O-])cc1 (centres undefined),-1,5,-2.8,38,1,99
4,1,0,CCn1c(=O)n(CC)c2cc(N3CCCC3)c(NC(=O)c3ccc(OC)c(Br)c3)cc21,21,-8,3.5,40,6,94
-8,-4,-3,CCOc1ccc(NC(=O)CSc2nnnn2C2CCCC2)cc1,-7,1,-1.8,26,4,103
-2,-3,11,CC(=O)N(c1ccccc1Cl)S(=O)(=O)c1ccc(Cl)cc1,-3,-8,0.5,19,6,101

A second format for some results above:
GalR3 antag | CRFR2-BP antag | IDE inh | pCIP destab | CHRM4 PAM | CRFBP-R2 agonist | PHOSPHO1 inh | IDE act | MEKK3 PB1 HTS | Structure
-5 | -5 | -2 | -2 | 5 | -1.0 | 50 | 6 | 104 | COC(=O)C1=C(C)NC(=O)NC1c1ccc(OC(=O)c2ccco2)cc1 (centres undefined)
-3 | 3 | -1 | -8 | 0 | -1.6 | 12 | 5 | 103 | CC(=O)NCCOc1nc(N(C)C)nc(N(C)C)n1
1 | 16 | -1 | 7 | 12 | 0.4 | -9 | -1 | 102 | CCCCOC(=O)C1Cc2ccccc2C(=O)O1 (centres undefined)

Further results.
GalR3 antag,CRFR2-BP antag,IDE inh,Molecule,pCIP destab,CHRM4 PAM,CRFBP-R2 agonist,PHOSPHO1 inh,IDE act,MEKK3 PB1 HTS
-2,6,.,COc1ccc(/C=N\NC(=O)c2ccc(-c3ccccc3)cc2)c(OC)c1OC,-19,4,0.2,42,-2,101
-2,2,6,O=C(Cc1ccc(S(=O)(=O)N2CCOCC2)s1)N1CCN(S(=O)(=O)c2cccc(Cl)c2)CC1,.,-6,4.4,.,-2,.
-5,27,2,O=C1CCCC2=C1C(c1ccc(Cl)cc1)C1C(=O)c3ccccc3C1=N2 (centres undefined),14,-6,-5.4,40,1,112
-1,41,3,CCC1CCc2c(sc(NC(=O)C3CC=CCC3C(=O)O)c2C#N)C1 (centres undefined),-1,1,-2.0,-10,8,98
-4,7,0,COc1cc(C(C)=O)ccc1OCC(=O)N(CCC1=CCCCC1)c1c(N)n(Cc2ccccc2)c(=O)[nH]c1=O,.,-1,0.2,.,3,.
0,-1,7,Cc1cc(C)cc(NC(=O)NNC(=O)c2cc3occc3[nH]2)c1,3,9,0.8,24,3,98
-4,15,.,Cc1ccc(N2CCN(C(=O)C3CCN(S(=O)(=O)c4cccc5nsnc45)CC3)CC2C)cc1 (centres undefined),.,-22,-3.3,.,-8,.
-7,26,-4,CC(C)C(=O)NC(=S)Nc1ccc(S(=O)(=O)N(C)C)cc1,-14,-3,-0.2,-12,3,102
-10,-1,-1,COc1ccc(N2C(=O)CSC2c2ccc(F)c(F)c2)cc1 (centres undefined),-19,-9,-1.4,30,6,99
-14,36,3,COC(=O)CSc1nc2ccc(NC(C)=O)cc2s1,5,11,-1.1,5,0,109
-1,-1,6,COc1cc(C(=O)OCCN2CCOCC2)ccc1O,-19,-6,-1.0,-4,3,103
-2,12,6,O=C(COC(=O)Cc1ccc(Br)cc1)NCc1ccc(F)cc1,0,-2,-0.1,-1,7,77
-9,0,-2,COCCn1c(SCC(=O)Nc2ccc(OC)cc2)nnc1-c1ccoc1C,10,3,-1.1,51,2,105
2,-1,-2,C[n+]1cc[nH]c1SCC(=O)c1ccccc1,-5,1,1.8,60*,2,112
-7,-6,.,CCN(CC)CCNc1ccc(CO)c2oc3ccccc3c(=O)c12,.,1,2.9,.,.,.
-3,-7,4,CCN(CC)S(=O)(=O)c1cccc(NC(=O)c2cncc(Br)c2)c1,-1,-9,-1.8,48,2,99
-1,-15,0,Cc1ccc(N(CN2C(=O)NC(C)(C)C2=O)CN2C(=O)NC(C)(C)C2=O)cc1,5,3,-1.9,-42,5,2.0*[inhibitor]
-5,-6,0,COc1ccc(-c2noc(CNC(=O)CCN3C(=O)[C@H]4CC=CC[C@H]4C3=O)n2)cc1,3,-8,-2.9,53,4,103
-3,-8,-1,O=C(O)CCC(=O)Nc1ccccc1C(=O)NCc1ccco1,-4,8,-0.1,15,4,109
-1,-62,2,CN(C)/C=N/C(=S)Nc1ccc(Cl)c(Cl)c1,0,0,-0.2,4,1,99
-8,8,0,O=C(NCC1CCCN(Cc2ccc3c(c2)OCCO3)C1)c1ccc2c(c1)OCO2 (centres undefined),4,-9,-1.0,.,3,104
-2,11,-1,COc1ccc(S(=O)(=O)Nc2c(C)n(C)n(-c3ccccc3)c2=O)c(Cl)c1Cl,3,10,-0.7,50,5,108
-3,2,0,CCCNC(=O)C1CC2Cn3c(nc4ccccc43)C2N1C (centres undefined),.,10,-0.6,.,0,.
-3,-10,4,COC(=O)C1=C(C)NC(C)=C(C(=O)OC)C1c1cc2ccc(C)cc2[nH]c1=O,-3,-2,-1.1,14,0,105
-4,15,-4,COCc1c(Br)c(C)nc(OCC(=O)O)c1C#N,-6,12,-0.5,-1,-2,.
7,1,0,CCOC(=O)c1c(NC(=O)c2cnn3c2NC(c2cccc(OC)c2)CC3C(F)(F)F)sc2c1CCCC2 (centres undefined),-5,7,1.5,-5,-1,101
-7,-132,124*,O=C1c2cccc3c(N4CCCCC4)ccc(c23)C(=O)N1c1cccc(O)c1,-670,-24,161*,53,-140,100
0,2,2,O=S(=O)(NC1CCCCC1)c1ccc(N2CCOCC2)nc1,-1,-11,-0.9,3,9,103
-8,0,-3,COc1ccc(OC)c(NC(=O)CSc2nnc(CCCO)n2-c2ccccc2)c1,4,8,1.7,-10,7,102
.,-15,4,CCCCCNC(=O)C(C#N)c1nc2ccccc2nc1N1CCCC1 (centres undefined),-17,2,-0.1,44,-3,87
-4,-16,3,NC(=S)Cc1nc2n(n1)Cc1ccccc1-2,2,6,3.5,28,3,104
7,1,-1,Cc1cccc(NC(=O)Cn2cnc3c(oc4ccccc43)c2=O)c1C,-1,1,0.6,-16,1,101
-2,19,.,O=C1CCC(c2ccc3ccccc3c2)O1 (centres undefined),.,9,-3.6,.,-2,.
-6,12,-3,O=C(C#Cc1ccccc1)c1cccc([N+](=O)[O-])c1,11,-7,18,7,-2,98
0,-1,7,COC(=O)[C@@H]1C[C@@]2(O)[C@@H](O)[C@@H](O)[C@@H](O)C[C@H]2N1Cc1ccc(C)s1,-11,12,1.2,13,4,102
0,11,2,O=C(COC(=O)CCNS(=O)(=O)c1cccs1)Nc1cc(C(F)(F)F)ccc1Cl,.,3,-0.9,.,1,.
14*,-1,2,CCc1nc2ccccc2c(C(=O)OCC(=O)Nc2cccc(S(=O)(=O)NC3=NCCCCC3)c2)c1C,-2,-15,3.0,24,2,103
-3,-1,.,O=C(CN1CCC(NC(=O)C2CCCCC2)CC1)Nc1ccccc1,.,9,0.1,.,3,.
-9,3,2,Cc1cc(C)c(OCC(=O)N(Cc2ccccc2)C2CCS(=O)(=O)C2)c(C)c1 (centres undefined),12,-2,-0.2,28,2,99
0,14,-4,O=S(=O)(c1ccc(Br)s1)N1CCc2ccccc2C1,0,-12,0.8,-7,1,85
-4,-2,2,COc1cc(S(=O)(=O)Nc2ccc(C)cc2)ccc1N=Cc1c(C)[nH]n(-c2ccc(C)cc2)c1=O,8,-14,-1.6,-14,5,125
-6,-3,2,CCCCN1C(=O)C(NC(C)=O)c2cc(Br)ccc21 (centres undefined),-2,10,0.7,-3,-3,98
.,-4,2,COC(=O)c1ccncc1C(=O)Nc1ccc(F)cc1,3,1,1.1,11,4,96
